# ROC1-CUL1 inh – inhibitors of human ROC1-CUL1 ubiquitin ligase activity. P62877+Q13616. in vitro K48 di-Ub FRET, acceptor:donor ratio, 45 min. inhibition, % at 10 µM. 0.6% of 140,000 active. AID 1347404; in the data active = inhibition above about 25%
# Target sequence (P62877 whole entry, looked up): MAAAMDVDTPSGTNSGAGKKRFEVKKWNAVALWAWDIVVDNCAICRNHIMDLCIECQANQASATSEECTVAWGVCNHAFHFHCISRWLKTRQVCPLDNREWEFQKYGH
# Target sequence (Q13616 whole entry, looked up): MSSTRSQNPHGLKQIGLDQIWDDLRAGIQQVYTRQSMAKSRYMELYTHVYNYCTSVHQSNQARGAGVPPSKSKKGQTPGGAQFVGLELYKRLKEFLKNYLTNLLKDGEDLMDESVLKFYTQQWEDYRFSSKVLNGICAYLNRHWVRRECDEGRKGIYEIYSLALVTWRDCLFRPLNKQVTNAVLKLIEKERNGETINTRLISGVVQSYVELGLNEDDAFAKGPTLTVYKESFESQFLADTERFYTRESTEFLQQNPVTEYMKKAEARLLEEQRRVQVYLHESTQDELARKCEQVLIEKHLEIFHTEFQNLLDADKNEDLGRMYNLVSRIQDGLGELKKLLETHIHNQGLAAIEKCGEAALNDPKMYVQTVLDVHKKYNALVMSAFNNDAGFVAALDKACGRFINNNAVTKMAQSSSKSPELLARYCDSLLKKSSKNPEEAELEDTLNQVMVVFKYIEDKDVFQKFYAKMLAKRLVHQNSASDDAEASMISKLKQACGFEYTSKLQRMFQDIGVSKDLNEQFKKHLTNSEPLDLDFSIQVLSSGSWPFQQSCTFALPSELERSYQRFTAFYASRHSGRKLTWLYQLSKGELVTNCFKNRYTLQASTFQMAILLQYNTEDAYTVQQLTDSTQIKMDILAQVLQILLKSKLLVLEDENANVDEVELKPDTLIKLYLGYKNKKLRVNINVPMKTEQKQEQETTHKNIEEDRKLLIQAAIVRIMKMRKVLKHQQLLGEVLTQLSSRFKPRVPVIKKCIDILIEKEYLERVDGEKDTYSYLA
# * = called active by the depositor.
SMILES,ROC1-CUL1 inh
CC1(C)CC(=O)C2C(=Nc3ccccc3NC2c2c[nH]c3ccccc23)C1 (stereo unspecified),3
O=S(=O)(c1ccc(F)cc1)c1ccc(Oc2ccccc2)cc1,-5
Cc1ccc(S(=O)(=O)N=S(C)C(C)C)cc1 (stereo unspecified),-4
C=CCN1N=C(c2ccc(Cl)s2)CSC1=O,9
CCOc1ccc(/C=c2/sc3n(c2=O)C(c2ccc(Cl)cc2Cl)C2=C(N=3)c3ccccc3CC2)cc1Br (stereo unspecified),-6
CC(C)(C)C(=O)Nc1ccnn1C1CCN(C(=O)c2cscn2)CC1,8
O=C(Nc1c2c(nc3ccccc13)CCCC2)c1ccccc1Cl,-3
C/C(=N\n1cnnc1)c1ccco1,7
C/C(=N\NC(=O)CCC(=O)Nc1ccc(C)c(C)c1)c1ccccc1O,3
CCn1cc(Cl)c(C(=O)Nc2cccc(CN3CCOCC3)c2)n1,1
COc1cc(C(=O)/C(=C/c2cccc(Cl)c2)c2nc3ccccc3o2)cc(OC)c1OC,-1
O=C1c2cccc3c(Br)ccc(c23)C(=O)N1CCO,-10
COc1ccc(/C=N/NC(=O)CN(CCc2ccccc2)S(=O)(=O)c2ccc3c(c2)OCCO3)cc1,4
O=C1c2ccccc2C(=O)N1CCCN(Cc1ccccc1)Cc1ccccc1,4
Cc1ccc(C(O)(C(=O)NNC2CCCCC2)c2ccc(C)cc2)cc1,-2
COc1ccccc1C(=O)Nc1ccccc1C(=O)OCc1cc(=O)n2ccsc2n1,-16
CCN(CC)c1ccc(/C=c2\sc3nc4ccccc4n3c2=O)c(O)c1,6
CC(=O)N1CCc2c(sc3c2c(=O)n(-c2ccccc2)c(=O)n3CC(=O)c2ccccc2)C1,2
COCCNS(=O)(=O)c1cc(OC)c(Cl)cc1OC,-4
COc1cc(Cl)c(NC(=O)CCS(=O)(=O)c2cc3c(cc2Cl)NC(=O)CO3)c(OC)c1,-2
O=C(CC(c1ccccc1)c1ccccc1)Nc1ccc(Br)cc1F,0
OC1CCCN(CCNc2nc3nonc3nc2N2CCCCCC2)C1 (stereo unspecified),3
COC(=O)CSc1nnc(-c2cccc(O)c2)o1,-3
Cc1cc2c(n1Cc1ccccc1)C(=O)c1ccccc1-2,7
CC(C)CCNC(=O)c1nn(C)c2c1CSc1ccccc1-2,1

# Another view of some results above.
CCn1cc(Cl)c(C(=O)Nc2cccc(CN3CCOCC3)c2)n1
  ROC1-CUL1 inh: 1
CCOc1ccc(/C=c2/sc3n(c2=O)C(c2ccc(Cl)cc2Cl)C2=C(N=3)c3ccccc3CC2)cc1Br (stereo unspecified)
  ROC1-CUL1 inh: -6
Cc1ccc(S(=O)(=O)N=S(C)C(C)C)cc1 (stereo unspecified)
  ROC1-CUL1 inh: -4
COC(=O)CSc1nnc(-c2cccc(O)c2)o1
  ROC1-CUL1 inh: -3

# The list goes on.
SMILES,ROC1-CUL1 inh
Cc1ccc2c(C)c(C(=O)N(Cc3ccncc3)C[C@@H]3CCC(=O)N3)oc2c1C,-5
O=C(O)C1=C2CCCCCN2C(=O)CC1=O,-4
COc1cc(C2c3c(n[nH]c3-c3ccc4c(c3)OCO4)OC(=N)C2C#N)cc(OC)c1OC (stereo unspecified),-11
N#CCOc1ccc(C=C2C(=O)NC(=O)NC2=O)cc1,4
C=CCn1c(COc2ccccc2)nnc1SCC(=O)c1ccc(Br)cc1,2
Cc1ccc(-c2ccnc3c2c(=O)[nH]c(=O)n3C)cc1,-3
CCCc1[nH]nc2c1C(c1ccc(OC(C)C)c(OCC)c1)C(C#N)C(=N)O2 (stereo unspecified),-2
Cc1c(C(=O)Nc2ccccc2Cl)oc2ccc(S(=O)(=O)N3CCCCC3)cc12,-6
COc1cc(Br)cc(/C=N/NC(=O)CCC(=O)Nc2ccc(Cl)cc2C)c1O,2
CCOc1cc(CNC)cc(Br)c1OC,-9
CCc1ccc(NC(=O)Cn2nnc(C(=O)NCc3ccco3)c2N)cc1,0
Cc1ccc(CCC(=O)N2CCN(C/C=C/c3ccccc3)CC2)cc1,-6
CC(C)C(CO)NC(=O)CC(=O)NC(CO)C(C)C (stereo unspecified),-3
Cc1c2ccccc2c(C(=O)C(F)(F)F)c2ccccc12,8
COc1ccc(Nc2nnc(-c3ccc(C)c(S(=O)(=O)NCc4nc5ccccc5[nH]4)c3)c3ccccc23)cc1,-6
C=CCn1c(SCC(=O)NC(N)=O)nc2scc(-c3ccc(C)cc3)c2c1=O,16
CC(C)CCC1(C2CCN(C(=O)/C(F)=C/c3ccccc3)CC2)NC(=O)N(Cc2ccccn2)C1=O (stereo unspecified),6
Nc1c(C(=O)Nc2cccc(Cl)c2)sc2nc3c(cc12)CN(Cc1ccccc1)CC3,-1
O=C(COC(=O)c1cc(Cl)c(Cl)cc1C(=O)OCC(=O)c1ccccc1)c1ccccc1,8
COc1ccc(Cn2c(CCC(=O)Nc3cc(OC)c(OC)c(OC)c3)nc3cccnc32)cc1,0
CC(C)Oc1ccc(C(=O)N2CCN(c3ccccc3F)CC2)cc1,10
CC(C)CCN1N=C(C(C)(C)C)Cn2c1nc1c2c(=O)n(C)c(=O)n1C,8
CCOC(=O)C(C)Sc1ccc2nnc(CCNS(=O)(=O)c3ccccc3)n2n1 (stereo unspecified),-6
Cc1ccc(Cl)cc1-n1nnnc1-c1ccccc1Cl,-3
CCN(CC)CCNS(=O)(=O)c1ccc2c3c(cccc13)C(=O)N2,-1

# 4 compounds from above, sorted by molecular weight, smallest number first.
SMILES,ROC1-CUL1 inh
CC(C)Oc1ccc(C(=O)N2CCN(c3ccccc3F)CC2)cc1,10
Cc1ccc(CCC(=O)N2CCN(C/C=C/c3ccccc3)CC2)cc1,-6
COc1cc(C2c3c(n[nH]c3-c3ccc4c(c3)OCO4)OC(=N)C2C#N)cc(OC)c1OC (stereo unspecified),-11
CC(C)CCC1(C2CCN(C(=O)/C(F)=C/c3ccccc3)CC2)NC(=O)N(Cc2ccccn2)C1=O (stereo unspecified),6

# 3 of the compounds above, with each value named:
> Cc1ccc(CCC(=O)N2CCN(C/C=C/c3ccccc3)CC2)cc1
  ROC1-CUL1 inh = -6
> CC(C)C(CO)NC(=O)CC(=O)NC(CO)C(C)C (stereo unspecified)
  ROC1-CUL1 inh = -3
> Cc1c2ccccc2c(C(=O)C(F)(F)F)c2ccccc12
  ROC1-CUL1 inh = 8

# Remaining list, next part.
SMILES,ROC1-CUL1 inh
CN1CCCC1CCNS(=O)(=O)c1ccc(Br)cc1 (stereo unspecified),15
O=C(Cc1ccc(Cl)cc1)NCC(c1cccs1)S(=O)(=O)c1ccc(Cl)cc1 (stereo unspecified),-8
CCN1C(=O)c2ccccc2S(=O)c2ccc(C(=O)N3CCN(c4ccccc4)CC3)cc21 (stereo unspecified),2
CCOc1cccc(CC2=NC(=O)N(CC(=O)Nc3cccc(C)c3)C2=O)c1O,-4
CO[C@H]1[C@H](NC(=O)c2ccncc2)c2ccccc2C12CCN(C(=O)Cc1c(F)cccc1F)CC2,7
CCCNC(=O)Cc1c2c(n(Cc3ccc(F)cc3)c1C)CCCC2=O,5
O=C(CN1CCCCCC1)NC1CCCc2nc(-c3cccnc3)ncc21 (stereo unspecified),-9
Cc1ccccc1Nc1c(-c2ccc(N3CCOCC3)cc2)nc2ccc(Cl)cn12,-5
COc1cccc(C2CC(=O)C3C(=Nc4ccccc4N(C(=O)c4ccccc4)C3c3ccc(F)cc3)C2)c1 (stereo unspecified),-2
C/C(=N\NC(=O)c1ccc(C)cc1)c1ccc(N)cc1,16
CCCN1C(=O)/C(=C\c2cccc(Cl)c2)SC1=S,-4
CC1CN(Cc2ccccc2)c2nc3c(c(=O)[nH]c(=O)n3C)n2C1 (stereo unspecified),10
CCn1ccnc1CN1CCC(CCC(=O)N2CCOCC2)CC1,-13
COC(=O)c1cc(NC(=O)c2cc(Br)ccc2Br)ccc1O,-6
C/C(=N/NC(=O)C(=O)N/N=C(\C)c1cccc(Br)c1)c1cccc(Br)c1,15
CCn1ncc(Cl)c1C(=O)n1cccn1,-6
Cc1ccc(C(=O)N2CCN(S(=O)(=O)c3cccs3)CC2)s1,-3
CCOC(=O)c1cnc2c(C(F)(F)F)cccc2c1Nc1cccc(O)c1,-6
C=CCN1C(=O)C2(c3ccccc31)c1c(n[nH]c1C)OC(=N)C2C#N (stereo unspecified),7
COc1cccc(-c2csc(-c3c(N)c(C(=O)c4ccccc4)n4ccccc34)n2)c1,-8
O=C(c1ccc(-n2cccn2)cc1)N1CCCC(CO)(CCOc2ccccc2)C1 (stereo unspecified),-7
COC(=O)C12C3CCC4C3C3C1CCC3C42C(=O)OC,6
Cc1cc(=O)oc2c(C(=O)c3ccccc3)c(O)ccc12,-8
CN1C(=O)C(=Cc2cc(Br)c(N(C)C)o2)C(=O)N(C)C1=O,0
CCOC(=O)c1c(NC(=O)c2nc(SCC)ncc2Cl)sc2c1CCCC2,-2
SMILES,ROC1-CUL1 inh
CC(C)(C)c1nnc(SCC(=O)c2ccccc2)n(N)c1=O,0
O=c1oc2ccccc2cc1C1=Nn2c(nc3ccccc3c2=O)SC1,1
Cc1ccc(Cn2c(CNC(=O)Cc3cccc(C)c3)nc3cccnc32)cc1,0
COCCOC(=O)c1c(C)oc2ccc(OC(=O)c3ccc(Br)cc3)cc12,-1
Cc1cc2c(cc1NC(=O)c1ccccc1C)n(C)c(=O)c(=O)n2C,-3
Cc1ccc(-c2nnc(SCC#CCOC(=O)c3ccco3)o2)cc1,-12
O=C(C(=O)N1CCOC(Cc2cccc(C(F)(F)F)c2)C1)c1ccccc1 (stereo unspecified),4
COc1ccccc1CNC(=O)c1cc2sccc2n1Cc1ccc(F)cc1,-1
Cc1ccc(Cl)cc1-n1c(=O)c2cc3c(=O)n(-c4cc(Cl)ccc4C)c(=O)c3cc2c1=O,-6
O=C1O/C(=C(/Cl)c2ccc(Cl)c(Cl)c2)c2ccccc21,-6
CN1CCN(CCCOc2ccccc2-c2ccccc2)CC1,3
Cc1ccc(NC(=O)Cn2cnc3ccccc3c2=O)cc1C,-2
Cc1c([N+](=O)[O-])c([N+](=O)[O-])nn1CC(=O)Nc1ccccc1C(F)(F)F,-11
Cc1ncc(CN2CCC(CCC(=O)Nc3ccccc3)CC2)s1,11
Cc1ccc(NC(=O)Cn2c(=O)n(Cc3nc(C)no3)c(=O)c3cc4c(cc32)OCO4)c(Cl)c1,-7
CCOc1ccc(S(=O)(=O)NCc2ccc3c(c2)CCN3C(=O)c2ccc(C)cc2)cc1,1
O=C(c1ccc2nc3ccccc3c(=O)n2c1)N1CCN(c2ccccc2)CC1,2
C/C(=N\NC(=O)C(O)(c1ccccc1)c1ccccc1)c1ccc(NC(=O)c2cccs2)cc1,7
CC(=O)CC1(C)Nc2ccccc2S1 (stereo unspecified),4
CC(OC(=O)c1ccc2c(c1)C(=O)N(Cc1ccccc1)C2=O)C(=O)c1cccc(Cl)c1 (stereo unspecified),6
O=C(CSc1nc2sc3c(c2c(=O)n1-c1ccccc1)CCC3)c1ccc(Cl)cc1,0
O=S(=O)(Oc1ccccc1-c1nc2ccccc2o1)c1ccc(F)cc1,-7
COc1cccc(-c2nc(SCC(=O)NCC3CCCO3)c(-c3ccc(Cl)cc3)[nH]2)c1 (stereo unspecified),2
Cc1cc(C)c(NC(=O)Cn2c(=O)c3cccn3c3ccccc32)c(C)c1,8
O=C(COc1cc(Cl)c(Cl)cc1Cl)Nc1cccc(Cl)c1,4
SMILES,ROC1-CUL1 inh
COc1cc(Nc2ncc3c(n2)CCN(Cc2ccc(OC(C)C)c(OC)c2)C3)cc(OC)c1,-2
Cc1ccc(NCCNc2cc(C)nc3c2ccc2ccccc23)cc1,-6
Cc1ccc(CN2CCc3nc(N4CCN(C)CC4)ncc3C2)s1,-2
Cc1cccc(OCC(=O)NCC(=O)N/N=C/c2ccc(OCC(C)C)cc2)c1,3
O=C(N/N=C\c1cccc2ccccc12)c1cc2c(ccc3ccccc32)o1,8
Cc1cc(C)n(-c2nc(N/N=C/c3ccccc3OCc3ccccc3)nc(Nc3ccc(Cl)cc3)n2)n1,-3
NS(=O)(=O)c1ccc(NC(=S)N2CCN(Cc3ccccc3)CC2)cc1,-2
O=c1c2oc3ccccc3c2n(Cc2ccc(Cl)cc2)c(=O)n1Cc1ccccc1,-5
Cc1cc(C)c2c(CC(=O)NCC(F)(F)F)coc2c1C,1
c1csc(-c2nn3c(-c4ccncc4)nnc3s2)c1,-1
COc1ccc(C(=O)[C@H]2[C@H](c3cccs3)C(C#N)(C#N)[C@@H]3c4ccccc4C=CN32)cc1,-1
COc1cccc(N2C(=O)NC(=O)/C(=C\c3cc(Br)ccc3OC)C2=O)c1,-5
COc1ccc(-n2c(-c3ccccc3)c3c(c2-c2ccc(Cl)cc2)C(=O)c2ccccc2C3=O)cc1,-7
CCc1noc(C)c1C(=O)Nc1cc(C(F)(F)F)ccc1F,-2
Cc1cccc(C(=O)CC=Nc2ccc(Cl)cn2)c1,12
CC(C)CSc1ccc2c(c1)C(=O)Cc1ccccc1S2,-4
O=C(/C=C/c1ccco1)N1c2ccccc2CCc2ccccc21,4
Cc1c(CC(=O)NCCc2cnccn2)c2c(n1C(C)C)CC(C)(C)CC2=O,-1
COc1ccc(CC(=O)Nc2cc3c(cc2C(C)=O)OCO3)cc1OC,-3
Cc1cc(C)c(NC(=O)CSc2nc(C)cc(C)c2C#N)c(C)c1,-11
O=S(=O)(Nc1ccc(O)c(Sc2ncn[nH]2)c1)c1ccccc1,0
COCC(=O)Nc1nnc(CC(C)(C)C)s1,2
CCN(CC)C(CN1CCN(CC(C)C(=O)c2ccc(O)cc2)CC1)c1ccc(F)cc1 (stereo unspecified),5
CC(C)(C)C1CCc2c(sc(NC(=O)Cn3nnc(-c4ccccc4F)n3)c2C#N)C1 (stereo unspecified),7
Cc1cc(/C=N\NC(=O)Cc2ccccc2)c(C)n1-c1cccc(C(F)(F)F)c1,-5
O=C1C2=C(CCCC2)C(=O)N1c1ccc(Cl)c2ccccc12,3
O=C(/C=C\c1ccccc1)Nc1ccc(Cl)cc1C(=O)NCc1ccccc1,-3

# Some values from the entries so far.
# ROC1-CUL1 inh, NS(=O)(=O)c1ccc(NC(=S)N2CCN(Cc3ccccc3)CC2)cc1 → -2
# ROC1-CUL1 inh, Cc1c(CC(=O)NCCc2cnccn2)c2c(n1C(C)C)CC(C)(C)CC2=O → -1
# ROC1-CUL1 inh, COc1ccc(C(=O)[C@H]2[C@H](c3cccs3)C(C#N)(C#N)[C@@H]3c4ccccc4C=CN32)cc1 → -1
# ROC1-CUL1 inh, O=C(N/N=C\c1cccc2ccccc12)c1cc2c(ccc3ccccc32)o1 → 8

# Some of the compounds tested; count on the stated rates, not on these rows.
